Rpn11 inh: Rpn11 (human) deubiquitinase inhibition; O00487; human 26S proteasome, Ub4-pepOG fluorescence polarization; 20S core pre-blocked with epoxomicin; calls only at 20 µM; actives 0.59% (n = 360,000); AID 588493;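 active = inhibition at 20 µM, scaled to each plate's controls, above about 33%, limit read from the data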
Target sequence (O00487 whole entry, looked up): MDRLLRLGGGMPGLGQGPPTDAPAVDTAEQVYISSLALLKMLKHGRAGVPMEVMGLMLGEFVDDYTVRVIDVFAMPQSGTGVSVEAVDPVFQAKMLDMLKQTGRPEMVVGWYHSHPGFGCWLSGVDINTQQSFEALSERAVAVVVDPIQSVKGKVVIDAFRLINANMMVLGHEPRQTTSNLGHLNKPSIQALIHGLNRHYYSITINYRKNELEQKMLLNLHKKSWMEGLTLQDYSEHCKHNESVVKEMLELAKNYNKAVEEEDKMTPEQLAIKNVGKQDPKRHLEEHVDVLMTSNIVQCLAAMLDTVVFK
FAS TE block: inhibitors of human fatty acid synthase thioesterase domain; P49327; recombinant FAS-TE, OMFH fluorogenic substrate, fluorescence endpoint; inhibition, % at 15 µM; actives 0.67% (n = 360,000); AID 602261;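 active = compounds whose normalised, plate-corrected inhibition of enzyme fluorescence in the single-dose primary screen is 50% or more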;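 note: 0% = DMSO with enzyme and 100% = substrate without enzyme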
MsrA inhibitor: bovine MsrA inhibition. purified bovine MsrA, absorbance read-out. inhibition, % at 15.5 µM. actives 0.75% (n = 360,000). AID 651718; in the data active = inhibition above about 4.5%;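 note: 0% = vehicle wells with enzyme and 100% = reference inhibitor wells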
E coli Lon inh: inhibits E. coli Lon protease; purified E. coli Lon protease, fluorescence polarization; inhibition, % at 7.94 µM; P0A9M0; actives 0.42% (n = 360,000); in the data active = inhibition above about 13%, passing the limit was not always enough;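 note: 0% = enzyme with probe and DMSO and 100% = no enzyme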
Target sequence (P0A9M0 whole entry, looked up): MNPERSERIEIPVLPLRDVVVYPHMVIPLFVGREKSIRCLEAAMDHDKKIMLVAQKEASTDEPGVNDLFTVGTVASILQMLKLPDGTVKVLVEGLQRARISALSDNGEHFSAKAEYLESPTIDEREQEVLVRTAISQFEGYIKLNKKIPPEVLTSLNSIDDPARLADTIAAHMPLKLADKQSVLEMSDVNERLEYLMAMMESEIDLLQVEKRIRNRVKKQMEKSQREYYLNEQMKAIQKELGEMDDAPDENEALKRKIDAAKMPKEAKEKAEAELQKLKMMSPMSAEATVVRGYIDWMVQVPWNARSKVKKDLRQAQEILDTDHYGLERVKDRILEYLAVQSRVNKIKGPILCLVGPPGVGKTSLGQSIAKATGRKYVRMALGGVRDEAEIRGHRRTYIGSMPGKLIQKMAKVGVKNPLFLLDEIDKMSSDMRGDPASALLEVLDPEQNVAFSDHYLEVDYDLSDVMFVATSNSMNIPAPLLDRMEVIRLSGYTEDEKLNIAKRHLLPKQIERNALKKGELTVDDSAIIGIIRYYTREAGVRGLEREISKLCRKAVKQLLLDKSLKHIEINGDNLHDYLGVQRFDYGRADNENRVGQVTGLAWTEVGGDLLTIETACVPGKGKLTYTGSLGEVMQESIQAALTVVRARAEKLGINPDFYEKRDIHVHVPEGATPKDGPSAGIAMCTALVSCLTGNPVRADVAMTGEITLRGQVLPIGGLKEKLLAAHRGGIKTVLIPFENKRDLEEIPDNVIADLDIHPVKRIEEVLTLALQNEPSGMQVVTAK
MsrA act: activates bovine MsrA enzyme. purified bovine MsrA, absorbance read-out. activation, % at 10.6 µM. actives 0.3% (n = 360,000). AID 602163; in the data active = activation above about 7.5%;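 note: 0% = vehicle and 100% = reference activator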
CSN deneddyl inh: blocks human CSN-mediated cullin deneddylation; inhibition, % at 12.5 µM; actives 0.38% (n = 360,000); Q92905; Purified CSN, SCF-Nedd8-OG deneddylation, fluorescence polarization;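 active = pattern-corrected inhibition above about 35%, with an unprinted fluorescence ratio check between 0.5 and 1.5, limit read from the data, passing the limit was not always enough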;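 note: 0% = enzyme with substrate and 100% = substrate without enzyme; some results filed as inactive read as strong as hits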
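Test system: purified human Csn5 enzyme expressed in HEK293T cells. Amount: 0.24 nM enzyme. Reagent: SCFSkp2-Nedd8OG substrate at 10 nM final. Schedule: 90 min incubation of compound, enzyme and substrate at room temperature. Detection: fluorescence polarization. Read-out: % inhibition of substrate cleavage by Csn5.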
MT1-MMP act inh: MT1-MMP (human) activation inhibition; P50281; HT1080 RFP-PRO-GFP cells, GFP/RFP ratio fluorescence, overnight; percent of plate control window, DMSO zero; GFP/RFP ratio change, % at 20 µM; actives 0.061% (n = 360,000);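 active = GFP/RFP ratio change of at least 30% with cell ATP level not reduced by more than half and red fluorescence within 50% of control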; note: strong numbers were not always called active
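Material: RFP-PRO-GFP reporter HT1080 cells. Dosing: single-point 20 µM compound, 1% DMSO. Controls: DMSO and RFP-L50D-GFP cell wells. Timing: cells overnight before dosing, compound overnight, 37 °C, 5% CO2. Measure: GFP/RFP fluorescence ratio.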
Rin1-Abl PPI inh: blocks binding of human Rin1 to Abl | P00519+Q13671 | TR-FRET Rin1/Abl binding, biochemical | inhibition, % at 7.35 µM | actives 0.4% (n = 360,000); in the data active = inhibition above about 5%, passing the limit was not always enough
MLLE-PAM2 inh: blocks PAM2 peptide binding to the PABP1 MLLE domain. P11940. GST-MLLE / FITC-PAM2 fluorescence polarization. inhibition, % at 20 µM. actives 0.36% (n = 360,000). AID 588489; in the data active = inhibition above about 35%, passing the limit was not always enough;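 note: plate controls were DMSO wells with GST-MLLE for no effect and wells lacking GST-MLLE protein for full effect; some results filed as inactive read as strong as hits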
* marks the source's active call; other numbers are inactive results; i = inactive; x = not tested or not shown; + = active, no number.

Every second line gives: Rpn11 inh	FAS TE block	MsrA inhibitor	E coli Lon inh	MsrA act	CSN deneddyl inh	MT1-MMP act inh	Rin1-Abl PPI inh	MLLE-PAM2 inh
- COC(=O)CSc1nc2ccc(NC(=O)CSc3nnnn3Cc3ccccc3)cc2s1
  i	-9	1.1	8	-1	-2	3	-1	9
- CN(CCc1ccccc1)C(=O)c1cc(COc2ccc(F)cc2Cl)on1
  i	15	-0.6	1	0	-4	4	-4	-8
- COc1ccc(C2CC(=O)C=C3c4ccc(OC)cc4CCC32)cc1 (configuration not stated)
  i	20	1.6	-13	-5	-2	2	0	1
- CN1CCN(CC(=O)N2c3ccc(S(=O)(=O)NCCNC(=O)OC(C)(C)C)cc3C(=O)Nc3cccnc32)CC1
  i	-4	0.5	0	-2	0	-2	-2	1
- Cc1cccc(NC(=O)c2ccc(NC(=O)CC3SC(N4CCCC4)=NC3=O)cc2)n1 (configuration not stated)
  i	-3	0.1	-9	-2	2	1	3	6
- Cc1cc(F)ccc1S(=O)(=O)N1CCCCC1CCNC(=O)C(=O)NCCN1CCOCC1 (configuration not stated)
  i	-6	-0.8	6	-5	0	9	2	-2
- O=C(Nc1ccc(Cl)cc1)Nc1ccon1
  i	-2	1.6	-9	-4	1	0	3	1
- O=[N+]([O-])c1cccc(Nc2c3ccccc3nc3ccccc23)c1
  i	29	0.7	8	-9	-5	6	-2	9
- CCC(C)COC(=O)c1ccc(C(=O)O)cc1 (configuration not stated)
  i	-14	-1.0	-7	-6	1	-6	1	10
- CCOc1ccc2nc(NC(=O)c3cccc(N4C(=O)CCC4=O)c3)sc2c1
  i	-6	0.5	-3	-9	2	4	-3	-2
- CCN(C(=O)C(C)OC(=O)CCCNC(=O)c1ccc(Cl)cc1)c1ccccc1 (configuration not stated)
  i	-2	-0.6	6	-3	-1	1	-4	6
- Cc1ccc(C(=O)CCS(=O)(=O)c2ccc(F)cc2)cc1
  i	0	1.2	-8	-7	1	0	5	11
- COc1cc(/C=C2/NC(=O)N(CC(=O)Nc3cccc(C)c3)C2=O)ccc1OCC(N)=O
  i	-7	3.5	-10	-7	-12	0	-1	13
- CN1OC[C@@H]2CN(C(=O)C(C)(C)C)[C@H](c3cccc(N4CCOCC4)c3)C[C@@H]21
  i	-10	0.5	1	-3	3	1	-4	7
- O=C(N=C1SC2CS(=O)(=O)CC2N1Cc1ccccc1Cl)C1CCCO1 (configuration not stated)
  i	-4	-0.7	-4	-8	-4	-3	4	7
- CSc1ccc(/C=C(\NC(=O)c2ccc(C)cc2)C(=O)Nc2cccc(C)c2)cc1
  i	1	0.3	0	-3	-6	-9	-4	14
- CCCNC(=O)c1cc(C2CCCCN2C(=O)c2ccc(C(C)C)cc2)on1 (configuration not stated)
  i	1	-0.3	1	-3	2	0	-1	1
- O=C(Cn1ncc2c1-c1ccccc1OC2)N(Cc1ccco1)C1CCCCC1
  i	12	-0.9	-3	7.7*	1	3	-3	-18
- COc1ccccc1OCC(=O)N1CCN(c2ccccc2OC)CC1
  i	-8	1.2	-8	-2	2	-2	-2	14
- C/C(=N\Nc1cccc(Cl)c1)C1(C)N(O)C(C)(C)C(c2ccco2)=[N+]1[O-] (configuration not stated)
  i	2	0.4	-6	-1	3	0	-1	5

The list continues.
Every second line gives: Rpn11 inh	FAS TE block	MsrA inhibitor	E coli Lon inh	MsrA act	CSN deneddyl inh	MT1-MMP act inh	Rin1-Abl PPI inh	MLLE-PAM2 inh
- C/C(=N\NC(=O)c1cc(C(C)C)[nH]n1)c1ccncc1
  i	1	0.3	10	-10	2	1	2	6
- Cc1c(Cl)c(C(=O)NNC(=S)NCc2ccco2)nn1C
  i	-3	-0.1	-5	-10	4	11	1	-11
- Cc1c(Cl)cnn1CC(=O)NC1C(=O)N2C(C(=O)O)=C(CSc3nnnn3C)CSC12 (configuration not stated)
  i	-3	-0.1	7	-1	9	-5	4	30
- O=C1CN(C(=O)c2ccc(Br)o2)C(c2ccccc2)c2cc(Br)ccc2N1 (configuration not stated)
  i	18	0.7	-2	-7	0	-29	5	0
- CCCCn1c(N)c(N(CCOC)C(=O)c2ccc(C)c(S(=O)(=O)N3CCCCC3)c2)c(=O)[nH]c1=O
  i	-1	0.0	2	-3	-3	0	0	0
- COc1ccc(C(=O)N2CCN(CC(=O)N3CCOCC3)CC2)cc1
  i	-3	1.4	6	0	-5	3	-1	-5
- O=C(NC(=S)NCCN1CCOCC1)c1ccccc1
  i	-3	-0.6	-10	-10	4	2	1	10
- CC1N(C)c2cccc3cccc(c23)N1C
  +	-8	1.6	-57	3	3	-10	-5	-65
- Cc1cc(NC(=O)Nc2cc(Cl)ccc2C)no1
  i	0	-0.4	5	0	-2	0	-3	0
- CC(C)(C)c1ccc(C(=O)NCCOc2ccccc2)cc1
  i	20	-0.9	-7	-1	-4	7	1	5
- CCC(=O)N1CCN(CCN=CC2=C(O)CC(c3cccs3)CC2=O)CC1 (configuration not stated)
  i	-11	1.7	2	-5	3	-3	-2	2
- C/C(CC(=O)Nc1cccc2c1CCCC2)=N\NC(=O)COc1ccccc1
  i	-3	-0.5	-1	1	-18	3	-1	-10
- CCCN(C(=O)C(=O)Nc1ccc2nc3n(c(=O)c2c1)CCCCC3)c1ccc(OCC)cc1
  i	8	-0.2	-8	-6	-4	3	-2	1
- CCOC(=O)COc1ccc(C)cc1-c1ccno1
  i	1	0.5	-5	-6	2	4	-6	0
- COc1ccccc1-c1csc(NC(=O)c2ccc(N3C(=O)CCC3=O)cc2)n1
  i	-2	2.1	-5	-5	-1	-2	4	4
- CC(C)C(NS(=O)(=O)c1ccccc1)C(=O)N1CCCC1 (configuration not stated)
  i	-3	-1.4	5	-2	1	-1	0	-7
- CCOC(=O)CN1C(=O)CN(c2ccc(C)c(C)c2)C1=O
  i	-4	2.1	2	-1	-4	1	5	-7
- CCC(C)C(=O)Nc1nc(C)c(-c2csc(Nc3ccc(Cl)cc3)n2)s1 (configuration not stated)
  +	19	0.1	-25	-2	11	9	-3	11
- COc1ccc(C2C3=C(CC(C)(C)CC3=O)OC(N)=C2[N+](=O)[O-])cc1 (configuration not stated)
  i	-9	1.8	3	-5	-1	-1	0	-47
- COc1ccc(N(CC(=O)NCCC2=CCCCC2)S(=O)(=O)c2ccccc2F)cc1
  i	21	-0.2	-5	0	-3	-2	0	-4

Complete entries as entered above. Screens in order: Rpn11 inh	FAS TE block	MsrA inhibitor	E coli Lon inh	MsrA act	CSN deneddyl inh	MT1-MMP act inh	Rin1-Abl PPI inh	MLLE-PAM2 inh
Cc1c(Cl)c(C(=O)NNC(=S)NCc2ccco2)nn1C is listed with i	-3	-0.1	-5	-10	4	11	1	-11
Cc1c(Cl)cnn1CC(=O)NC1C(=O)N2C(C(=O)O)=C(CSc3nnnn3C)CSC12 (configuration not stated) is listed with i	-3	-0.1	7	-1	9	-5	4	30

As a working copy, part of the list above.
Every second line gives: Rpn11 inh	FAS TE block	MsrA inhibitor	E coli Lon inh	MsrA act	CSN deneddyl inh	MT1-MMP act inh	Rin1-Abl PPI inh	MLLE-PAM2 inh
- C/C(=N\NC(=O)c1cc(C(C)C)[nH]n1)c1ccncc1
  i	1	0.3	10	-10	2	1	2	6
- Cc1c(Cl)c(C(=O)NNC(=S)NCc2ccco2)nn1C
  i	-3	-0.1	-5	-10	4	11	1	-11
- Cc1c(Cl)cnn1CC(=O)NC1C(=O)N2C(C(=O)O)=C(CSc3nnnn3C)CSC12 (configuration not stated)
  i	-3	-0.1	7	-1	9	-5	4	30
- O=C1CN(C(=O)c2ccc(Br)o2)C(c2ccccc2)c2cc(Br)ccc2N1 (configuration not stated)
  i	18	0.7	-2	-7	0	-29	5	0
- CCCCn1c(N)c(N(CCOC)C(=O)c2ccc(C)c(S(=O)(=O)N3CCCCC3)c2)c(=O)[nH]c1=O
  i	-1	0.0	2	-3	-3	0	0	0
- COc1ccc(C(=O)N2CCN(CC(=O)N3CCOCC3)CC2)cc1
  i	-3	1.4	6	0	-5	3	-1	-5
- O=C(NC(=S)NCCN1CCOCC1)c1ccccc1
  i	-3	-0.6	-10	-10	4	2	1	10
- CC1N(C)c2cccc3cccc(c23)N1C
  +	-8	1.6	-57	3	3	-10	-5	-65
- Cc1cc(NC(=O)Nc2cc(Cl)ccc2C)no1
  i	0	-0.4	5	0	-2	0	-3	0
- CC(C)(C)c1ccc(C(=O)NCCOc2ccccc2)cc1
  i	20	-0.9	-7	-1	-4	7	1	5
- CCC(=O)N1CCN(CCN=CC2=C(O)CC(c3cccs3)CC2=O)CC1 (configuration not stated)
  i	-11	1.7	2	-5	3	-3	-2	2
- C/C(CC(=O)Nc1cccc2c1CCCC2)=N\NC(=O)COc1ccccc1
  i	-3	-0.5	-1	1	-18	3	-1	-10
- CCCN(C(=O)C(=O)Nc1ccc2nc3n(c(=O)c2c1)CCCCC3)c1ccc(OCC)cc1
  i	8	-0.2	-8	-6	-4	3	-2	1
- CCOC(=O)COc1ccc(C)cc1-c1ccno1
  i	1	0.5	-5	-6	2	4	-6	0

Continuation:
Every second line gives: Rpn11 inh	FAS TE block	MsrA inhibitor	E coli Lon inh	MsrA act	CSN deneddyl inh	MT1-MMP act inh	Rin1-Abl PPI inh	MLLE-PAM2 inh
- Cc1c(-n2cc(C(=O)c3cc(Br)ccc3O)cc(C#N)c2=O)c(=O)n(-c2ccccc2)n1C
  i	-1	1.2	-32	-6	15	-49	4	-38
- O=C(COC(=O)CNC(=O)c1ccccc1Cl)NC1CC1
  i	-10	-1.2	9	-3	0	2	-2	5
- CC(=O)N1c2ccccc2NC2=C(C(=O)CCC2)C1c1ccc(F)cc1 (configuration not stated)
  i	-3	3.3	0	-2	6	4	3	-9
- Cc1nc(SCc2ccc(F)cc2)c2oc3ccccc3c2n1
  i	14	-1.7	0	-2	6	4	-2	-3
- O=C(NCCN1CCCCC1)Nc1ccc(F)c(Cl)c1
  i	-6	0.8	-5	-7	-2	0	0	-14
- Cc1cc(C)nc(NS(=O)(=O)c2ccc(NC(=O)C(C)Oc3ccccc3F)cc2)n1 (configuration not stated)
  i	-5	-0.3	1	-3	-2	3	-4	-1
- COC(=O)c1ccc(COc2ccc(C=O)cc2)o1
  i	-1	-0.6	0	2	0	-1	0	-7
- CCCCc1c(-c2ccccc2OC)ncn1C1CCCC1
  x	-8	0.3	-1	0	-3	4	x	x
- Cc1nc2ncnn2c(C)c1Cc1ccccc1Cl
  i	-8	1.5	-10	-2	-1	-2	1	-10
- CN(C(=O)CSc1nc2cc([N+](=O)[O-])ccc2n1-c1ccc(F)cc1)C1CCS(=O)(=O)C1 (configuration not stated)
  i	14	2.4	3	-8	-16	3	-1	-115
- COc1ccc(C)cc1-n1c(SCC(=O)NC2CC2)nc2ccccc2c1=O
  i	-8	-0.2	-5	2	-3	2	0	8
- CCCCN(C(=O)CNC(=O)c1ccco1)C(C(=O)NC1CCCCC1)c1cccnc1 (configuration not stated)
  i	-5	0.5	2	-2	1	1	1	5
- COc1ccccc1CNc1nc(NCc2ccccc2F)c2sccc2n1
  i	11	x	0	-5	4	-1	1	2
- Cc1cc2c(cc1C)NC(c1nc3ccccc3[nH]1)C1=C(CC(C)(C)CC1=O)N2 (configuration not stated)
  i	22	2.6	3	-12	2	5	4	6
- CCOc1ccc(C(C)NC(=O)c2cc(=O)[nH]c3ccccc23)cc1OCC (configuration not stated)
  i	-1	0.6	-7	-4	7	-1	0	8
- NC(=O)C1CCN(c2nc(C3CC3)nc3c2nnn3Cc2ccccc2)CC1
  i	-5	-0.9	-7	-7	-3	0	-4	-5
